OX1R antag-1: human HCRTR1 antagonism | O43613 | CHO/OX1R cells, Fluo-8 calcium fluorescence, orexin A | inhibition, % at 5 µM | 330,000 compounds, 0.43% hits | AID 434989;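 active = inhibition above its plate's threshold, mean inhibition of all tested compounds on the plate plus 3 SD, cut at about 37% in these data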;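 also: 0% = orexin A challenge wells and 100% = SB-334867-A antagonist wells; not every result past the cut was called active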
Target sequence (O43613 whole entry, looked up): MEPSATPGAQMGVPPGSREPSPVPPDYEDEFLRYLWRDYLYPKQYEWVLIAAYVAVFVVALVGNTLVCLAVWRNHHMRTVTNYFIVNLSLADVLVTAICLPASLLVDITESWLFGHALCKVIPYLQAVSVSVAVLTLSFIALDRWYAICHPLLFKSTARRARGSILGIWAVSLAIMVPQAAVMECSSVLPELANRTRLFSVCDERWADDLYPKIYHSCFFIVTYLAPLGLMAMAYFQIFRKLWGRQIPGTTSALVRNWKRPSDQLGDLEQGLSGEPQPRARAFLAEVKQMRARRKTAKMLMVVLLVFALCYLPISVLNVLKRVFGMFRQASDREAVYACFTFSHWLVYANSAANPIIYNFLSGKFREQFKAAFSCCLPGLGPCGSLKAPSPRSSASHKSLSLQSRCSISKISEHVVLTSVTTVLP
OX1R antag-2: OX1R (human) antagonism. inhibition, % at 6.6 µM. AID 485270. O43613. OX1R-expressing cells, FRET antagonist read-out. 330,000 compounds, 1.8% hits; in the data active = inhibition mostly above about 38%, no sharp cut-off; inactive = mostly below about 40%;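 also: 0% = agonist challenge alone and 100% = reference antagonist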
* = called active by the depositor.

Molecule	OX1R antag-1	OX1R antag-2
CCOc1cc(N2CCOCC2)c(OCC)cc1NC(=O)C1=NN(c2cccc(C)c2)C(=O)CC1	-9	11
COc1cccc(N2C(=NC(=O)CCc3ccccc3)SC3CS(=O)(=O)CC32)c1 (configuration not stated)	-28	6
O=c1[nH]cc(N(CCO)CCO)c(=O)[nH]1	-7	18
CCOCCn1c(C)c(C(=O)OCC)c2cc(O)c3ccccc3c21	-14	1
COc1ccc2cc(CCNC(=O)C3CCCC3)c(=O)[nH]c2c1	-7	13
Cc1cc(=O)[nH]c(SCC(=O)Nc2ccc(Cl)cn2)n1	-11	5
NC(=O)c1ccc(SCC(=O)OCC(=O)NCc2cccs2)c([N+](=O)[O-])c1	-26	20
O=C(NCc1ccco1)c1cc2sccc2n1Cc1ccccc1	-11	16
COc1ccc(S(=O)(=O)NCC(c2ccc3c(c2)OCO3)N2CCN(c3ccccc3)CC2)cc1 (configuration not stated)	-8	5
Cc1ccc(-c2cc(C(=O)N(C)Cc3cnn(C)c3C)c3cc(Br)ccc3n2)cc1	-38	15

Two successive records already listed:
Molecule	OX1R antag-1	OX1R antag-2
CCOCCn1c(C)c(C(=O)OCC)c2cc(O)c3ccccc3c21	-14	1
COc1ccc2cc(CCNC(=O)C3CCCC3)c(=O)[nH]c2c1	-7	13

Further entries.
Molecule	OX1R antag-1	OX1R antag-2
CCN1C(=O)c2cccc3c(NC(=O)c4ccccc4)ccc1c23	-8	20
CCOC(=O)c1ccc(N2C(=O)C3CC=CCC3C2=O)cc1 (configuration not stated)	-21	-4
Cc1cccc(C(=O)N/C(=C\c2ccco2)C(=O)N2CCCCCC2)c1	-31	32
CN1CC2([N+](=O)[O-])CC=C(OCCO)C([N+](=O)[O-])(C1)C2 (configuration not stated)	-4	10
COc1ccc(CCNC(=O)c2cc(=O)[nH]c3ccccc23)cc1	-28	5
CN(CC(=O)N1CCN(c2cccc(Cl)c2)CC1)S(=O)(=O)c1cccs1	-12	14
CC(=O)Nc1ccc(S(=O)(=O)NCc2ccc(C)cc2)cc1	-9	11
Nc1cc(=O)[nH]c(SCc2csc(-c3ccccc3)n2)n1	-4	16
Cc1ccc(S(=O)(=O)N2CCC(C(=O)Nc3ccccc3N3CCCC3)CC2)cc1C	-19	6
COc1ccc(-c2nc(C(=O)NCCCN3CCOCC3)cc3c2[nH]c2ccccc23)cc1OC	-8	3
Cc1ccc(-c2nn(-c3ccccc3)cc2CC(=S)N2CCOCC2)cc1	-2	25
CSc1nc(Cl)c(C#N)c(-c2ccc(C)cc2)n1	-13	26
COc1cccc(CN2CCN(C(=O)c3cccc4ccccc34)CC2)c1	-22	8
COc1ccccc1C(=O)NCC(=O)OCC(=O)N(CC(C)C)c1c(N)n(Cc2ccccc2)c(=O)[nH]c1=O	-16	8
CC(C)(C)C(=O)Nc1ncc(C(F)(F)F)cc1Cl	6	0
CC1CN(S(=O)(=O)c2cccc(C(=O)OCC(=O)c3cccs3)c2)CC(C)O1 (configuration not stated)	-14	23
CC(NC(=O)COC(=O)COc1ccc(Cl)cc1)c1ccccc1 (configuration not stated)	-27	4
CC(C)CCN(C(=O)CNC(=O)c1ccco1)C(C(=O)NC1CCCCC1)c1ccco1 (configuration not stated)	-19	17
CCN(CC)CCN1C(=O)C(=O)/C(=C(/O)c2c(C)[nH]c(C(=O)OC)c2C)C1c1ccccc1 (configuration not stated)	-10	5
CCCCNC1=CC(=O)C(=O)c2ccccc21	-5	161*
C[C@@H](CSc1ccccc1)CN1CC[C@H](C(C)(C)C)CCC1=O	-43	4
CCOC(=O)c1c(-c2ccc(C)o2)csc1NC(=O)CN1CCN(CC)CC1	-22	12
CN(C)N1C(N)=C(C#N)C(c2ccsc2)C2=C1CCCC2=O (configuration not stated)	-16	5
CCN(Cc1cc2cc(C)ccc2[nH]c1=O)S(=O)(=O)c1ccccc1	-23	5
CCCN(CCO)Cc1cccc(Br)c1	-3	7
O=C(NC(=S)N(Cc1ccccc1)Cc1ccccc1)C1CCCCC1	1	34
Cc1cc2c(=O)oc(-c3ccc(F)cc3)nc2s1	-3	17
Cc1nn(C)c(C(=O)Nc2ccn(Cc3c(F)c(F)cc(F)c3F)n2)c1[N+](=O)[O-]	1	12
COc1ccc(Cc2nnc(NC(=O)c3ccco3)s2)cc1	-1	10
Cc1ccc(C(=O)OCC(=O)NCCC2=CCCCC2)cc1N	-20	14
Cc1noc(C)c1CSCC(=O)Oc1ccc(N(C)S(=O)(=O)c2ccc(Cl)cc2)cc1	0	19
O=c1cc(CN2CCN(S(=O)(=O)c3ccc4c(c3)OCCO4)CC2)c2ccc(O)cc2o1	-3	10
COc1ccc(N(C(=O)c2cc3ccccc3oc2=O)C2C=CS(=O)(=O)C2)c(OC)c1 (configuration not stated)	-7	14
O=C(COC(=O)Cn1cnc2ccccc21)NCCc1ccc(Cl)cc1	-11	11
Fc1ccc(CSc2nnc(-c3ccncc3)o2)cc1	-10	19
O=C(Nc1ccccc1N1CCCCC1)c1ccc(-c2cccc(Cl)c2)o1	-19	31
C=CCSC1=NC(=O)/C(=C/c2cccs2)S1	1	36
O=C(O)c1cc(S(=O)(=O)Nc2ccc3c(c2)OCCO3)c(Cl)cc1Cl	-17	7
CCOCCOC(=O)C1=C(C)N(C)C(=O)NC1c1ccccc1Cl (configuration not stated)	-10	12
O=C(c1ccc(Br)o1)N(c1ccccn1)C1CCCCC1	-13	19
COc1cc(C(=O)NNC(=O)c2ccc(S(=O)(=O)N3CCCCC3)cc2)cc(OC)c1OC	-30	-2
COc1cc(S(=O)(=O)N2CCCCC2)c(OC)cc1Br	-37	12
Cc1ccc(C(=O)COC(=O)CCN2C(=O)C3C4C=CC(C5CC45)C3C2=O)cc1 (configuration not stated)	-26	8
Cc1ccc(Cl)cc1N(CC(=O)N1CCCCCC1)S(C)(=O)=O	-11	22
CCSc1nc(O)cc(=O)[nH]1	-8	-2
O=C(O)CN1C(=O)/C(=C\C(Br)=C\c2ccccc2)SC1=S	0	-7
CCOc1ccc(C(=O)n2cnnc2N)cc1	-8	4
Cc1cc(O)c(N=Cc2cc3c(cc2[N+](=O)[O-])OCO3)cc1C	11	57
CCCc1nnc(NS(=O)(=O)c2ccc(OC)cc2)s1	-21	12
CCN(C(=O)COC(=O)CSc1ccccc1)c1c(N)n(Cc2ccccc2)c(=O)[nH]c1=O	-19	12

More compounds follow:
Molecule	OX1R antag-1	OX1R antag-2
Cn1c(=O)cc(SCC(=O)N2CCCC2)c2cc(Cl)ccc21	-5	14
O=C(O)C12CC3CC(C1)CC(n1ncc(NCc4ccccc4)c(Cl)c1=O)(C3)C2	-9	20
CCCC(C(=O)NC(C)(C)C)N(Cc1ccc(F)cc1)C(=O)c1snc(C(N)=O)c1N (configuration not stated)	-51	6
O=C(Nc1ccc(Cl)cn1)c1cccc(S(=O)(=O)N2CCOCC2)c1	-1	13
COc1cccc(OCc2nc(-c3cccc([N+](=O)[O-])c3)no2)c1	-10	6
Cc1nc2cc(S(=O)(=O)C(F)(F)F)ccc2s1	-9	1
CCN1C[C@@H]2[C@@H]3C(=O)N(Cc4ccccc4)C(=O)[C@@H]3[C@](CC)(C(=O)OC)N2C1=NC	-2	1
CS(=O)(=O)N1CCN(c2ccccc2NC(=O)Nc2cccc(Cl)c2)CC1	-14	16
O=C(COc1ccc(F)cc1)Nc1cc(Cl)ccc1-n1cncn1	-24	6
COc1cc(/C=C(\NC(=O)c2ccccc2)C(=O)Nc2nccs2)ccc1OC(C)=O	-37	2
O=C1COc2ccc(C(=O)COC(=O)CNC(=O)c3ccccc3)cc2N1	11	4
CN1CCN(CCc2nc3cc(NC(=O)COc4ccc([N+](=O)[O-])cc4)ccc3n2C)CC1	2	8
Cc1c(CC(=O)O)c(=O)oc2cc(OCc3ccc(Br)cc3)ccc12	-11	16
C/C(=N\O)C(C)(C)NC(=O)Nc1ccc(Cl)cc1	-21	11
Cc1cc2ccccc2cc1CN1CCCCC1	-5	3
O=S(=O)(NCC(c1cccnc1)N1CCc2ccccc2C1)c1ccccc1 (configuration not stated)	-10	4
CCN(CC)S(=O)(=O)c1ccc2c(c1)nc(SC(C)C(=O)NCC1CCCO1)n2CC (configuration not stated)	-16	10
CC(C)C(=O)NC(=S)Nc1ccc(S(=O)(=O)N(C)Cc2ccccc2)cc1	23	48
O=[N+]([O-])c1cc(Cl)c(Cl)c(Cl)c1Cl	-4	-3
CCC12CN(C(=O)c3ccc(OC)cc3)CC(CC)(CN(C(=O)c3ccc(OC)cc3)C1)C2=O	-26	10
COc1cc(/C=C/C(=O)Nc2cccnc2)cc(OC)c1OC	-26	15
CCCN(C(=O)CSc1nnc2ccccn12)C1CCS(=O)(=O)C1 (configuration not stated)	-7	4
Cn1c(=O)[nH]c(=O)c2c1nc(CN1CCN(c3cccc(Cl)c3)CC1)n2CCN1CCOCC1	-24	3
O=C(NCCc1ccc(Cl)cc1)c1cnc2n(c1=O)CCS2	-21	15
CCSCc1nnc(SCC(=O)Nc2nc3ccccc3s2)n1C	-12	5
COCCNc1nc2c(S(=O)(=O)c3cc(C)ccc3C)nnn2c2ccccc12	-21	2
COc1cccc2cc(C(=O)N3CCCCCCC3)c(=O)oc12	-15	19
COc1ccc(-c2nc3cnccn3c2Nc2ccc(C)cc2)cc1	-23	3
O=C(Nc1nnc(-c2cccs2)o1)C1CC1	-3	9
Cc1ccc(N2C(=O)N3[C@H]4c5ccccc5OC[C@@H]4[C@@H](c4ccccc4)[C@@]3(C)C2=O)cc1	-4	23
O=C(O)c1cc(-n2[nH]c(=O)c3ccccc3c2=O)ccc1Cl	-10	16
CC1CCN(Cc2c(C(=O)N/N=C/c3cc(Cl)ccc3O)nnn2-c2nonc2N)CC1	-14	9
O=[N+]([O-])c1cc(-c2cnc3ccccc3n2)ccc1Oc1ccc(Br)cc1	-24	16
CC1=C(C(=O)Nc2ccccc2)C(c2ccco2)NC(=O)N1 (configuration not stated)	9	25
Cc1ccc(S(=O)(=O)N2CCCC(C(=O)N3CCN(C)CC3)C2)cc1 (configuration not stated)	-11	17
COc1ccc(N2C(=O)CC(N3CCN(S(=O)(=O)c4c(C)cc(C)cc4C)CC3)C2=O)cc1 (configuration not stated)	-8	2
CC(=O)Nc1cccc(NC(=O)CSc2nnc(Cc3cccn3C)n2-c2ccc(C)cc2)c1	-13	8
COc1ccccc1C1=NOC(Cn2c(NCCCO)nc3c2c(=O)n(C)c(=O)n3C)C1 (configuration not stated)	-16	12
O=C(c1ccc(F)cc1F)N1CCCC(c2nc(-c3cccs3)no2)C1 (configuration not stated)	-16	6
CCN(C(=O)c1cnc(OC)cc1C(F)(F)F)c1ccc(Cl)cc1Cl	-17	3
Cc1ccc(CN2C(=O)C(Cc3ccccc3)Nc3ncnc(N4CCCCC4)c32)cc1 (configuration not stated)	-24	3
O=S(=O)(/N=C/c1c(O)ccc2ccccc12)c1cccs1	-10	10
O=C(NNC(=O)c1ccc(-c2ccccc2)cc1)Nc1ccccc1F	-17	21
O=C(Cc1ccccc1)NCc1ccc(-n2cccc2)cc1	-18	12
Cc1ccc2nc(-c3ccccc3C)oc(=O)c2c1	-14	5
COc1ccc(CCN(Cc2cccs2)S(=O)(=O)c2ccc(-n3cnnn3)c(OC)c2)cc1OC	-19	19
Cc1cnc(NC(=O)NCC2CCCC(CNC(=O)Nc3ncc(C)s3)C2)s1 (configuration not stated)	-37	19
COC(=O)CN(c1ccc(OC)cc1)S(=O)(=O)c1c(C)noc1C	-5	15
Cc1cc(C)cc(N2C(=O)CN(Cc3ccccc3)C2=S)c1	-14	10
CCOC(=O)CN(c1ccccn1)S(=O)(=O)c1ccccc1	7	4

Other structures.
Molecule	OX1R antag-1	OX1R antag-2
O=[N+]([O-])c1ccc(NCCNS(=O)(=O)c2ccccc2)c(C(F)(F)F)c1	0	20
O=C(c1ccco1)N1CCN(S(=O)(=O)c2ccc3[nH]c(=O)oc3c2)CC1	-10	0
COC(=O)c1cc(C(=O)c2cccc(Cl)c2Cl)cn1C	-9	6
COc1ccc(C2=NOC(C(=O)N3CCOCC3)C2)cc1OC (configuration not stated)	-9	10
CC(C)(C)NC(=O)CSc1nncn1NCc1ccccc1	-2	7
COc1ccc(OC)c(C2C(C(C)=O)=C(O)C(=O)N2c2ccc(O)cc2)c1 (configuration not stated)	-10	54
CC(=O)N1CC[n+]2c(-c3ccc([N+](=O)[O-])cc3)csc21	-8	36
Cc1cc([N+](=O)[O-])ccc1NC(=O)Cc1ccc(F)cc1	2	12
Clc1ccc(-c2cc3ccccc3nc2N2CCOCC2)cc1	-43	10
CCOc1ccc(CNC(=O)CN2C(=O)C(c3ccccc3)Oc3cccnc32)cc1 (configuration not stated)	-34	10
CCN1CC=C2C(C#N)=C(N)C(C#N)(C#N)C(CCc3ccccc3)C2C1 (configuration not stated)	-13	21
Cc1csc(Nc2cccc3ccccc23)n1	-26	2
COc1ccc2c(=O)c3c(=O)n(-c4ccccc4)c(-c4ccc(C)cc4)nc3oc2c1	-30	6

In the list so far, these have a CF3 group:
Molecule	OX1R antag-1	OX1R antag-2
CC(C)(C)C(=O)Nc1ncc(C(F)(F)F)cc1Cl	6	0
Cc1nc2cc(S(=O)(=O)C(F)(F)F)ccc2s1	-9	1
CCN(C(=O)c1cnc(OC)cc1C(F)(F)F)c1ccc(Cl)cc1Cl	-17	3
O=[N+]([O-])c1ccc(NCCNS(=O)(=O)c2ccccc2)c(C(F)(F)F)c1	0	20

Bioassay records from PubChem.

An unsorted share of the library. Share with any hit: about 2.1%.
